# hIAP activ: human IAP activators, primary screen, biochemical, luminescence, uHTS | purified human IAP, CDP-Star luminescence, 30 min; stronger effect = higher value; 1 = vehicle-only enzyme, 0 = enzyme-free background | activation factor at 10 µM | 330,000 tested, 0.16% active | AID 2524, 2010;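 active = activation factor of the enzyme at least 2-fold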; also: the source names both 10 and 20 µM as test concentration; values of inactives mirror those of a sister screen read the other way
# hIAP inh: human IAP inhibitors, primary screen, biochemical, luminescence, uHTS; purified IAP, CDP-Star luminescence, 30 min; inhibition, % at 10 µM; 330,000 tested, 0.12% active; AID 2544, 2010;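 active = inhibition reaching a set limit with compound at 10 µM in the primary screen, cut at about 35% in these data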;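 also: plate controls were DMSO wells with enzyme for no effect and no-enzyme buffer wells for full effect; values of inactives mirror those of a sister screen read the other way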
# mIAP block: inhibitors of mouse IAP, primary screen, biochemical, luminescence, uHTS | intestinal alkaline phosphatase [Mus musculus] | 330,000 tested, 0.2% active | inhibition, % at 10 µM | purified mouse IAP, CDP-Star luminescence, 30 min | AID 2806, 2010;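 active = inhibition of at least 40% at 10 µM in the primary screen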;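 also: plate controls were DMSO with enzyme for no effect and no enzyme wells for full effect; values of inactives mirror those of a sister screen read the other way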
# mIAP activ: activators of mouse IAP, primary screen, biochemical, luminescence, uHTS; muIAP, CDP-Star luminescence, 30 min; stronger effect = higher value; 1 = vehicle-only enzyme signal, 0 = enzyme-free wells; activation factor at 10 µM; 330,000 tested, 0.24% active; AID 2805, 2010;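 active = activation factor of at least 2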; also: the source names both 10 and 20 µM as test concentration; values of inactives mirror those of a sister screen read the other way
#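 System: mouse IAP enzyme. Reagent: CDP-Star chemiluminescent phosphatase substrate. Benchmarks: DMSO wells, no-enzyme wells. Times: 30 min enzyme-substrate-compound incubation at room temperature. Detection: luminescence from enzymatic CDP-Star hydrolysis. Doses: test compounds delivered from DMSO solution.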
# ATG4B inhibitor: ATG4B protease inhibitors, primary screen, biochemical, fluorescence, uHTS | Cysteine protease ATG4B (Homo sapiens), Q9Y4P1 | 340,000 tested, 0.51% active | ATG4B cleavage of LC3-PLA2, NBD-HPC fluorescence, 1 h | inhibition, % at 8.33 µM; in the data active = inhibition above about 40%
# Apaf1 inhib: inhibitors of human Apaf-1 apoptosome, primary screen, biochemical, DEVD-Rh110 fluorescence, uHTS | Apoptotic protease-activating factor 1 (Homo sapiens), O14727 | reconstituted apoptosome caspase-3 activity | inhibition, % at 20 µM | 330,000 tested, 0.71% active | AID 489030, 2010; active = inhibition of at least 40% at 20 µM;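 also: plate controls were DMSO wells for no effect and DEVD-CHO caspase inhibitor wells for full effect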
# Target sequence (O14727 whole entry, looked up): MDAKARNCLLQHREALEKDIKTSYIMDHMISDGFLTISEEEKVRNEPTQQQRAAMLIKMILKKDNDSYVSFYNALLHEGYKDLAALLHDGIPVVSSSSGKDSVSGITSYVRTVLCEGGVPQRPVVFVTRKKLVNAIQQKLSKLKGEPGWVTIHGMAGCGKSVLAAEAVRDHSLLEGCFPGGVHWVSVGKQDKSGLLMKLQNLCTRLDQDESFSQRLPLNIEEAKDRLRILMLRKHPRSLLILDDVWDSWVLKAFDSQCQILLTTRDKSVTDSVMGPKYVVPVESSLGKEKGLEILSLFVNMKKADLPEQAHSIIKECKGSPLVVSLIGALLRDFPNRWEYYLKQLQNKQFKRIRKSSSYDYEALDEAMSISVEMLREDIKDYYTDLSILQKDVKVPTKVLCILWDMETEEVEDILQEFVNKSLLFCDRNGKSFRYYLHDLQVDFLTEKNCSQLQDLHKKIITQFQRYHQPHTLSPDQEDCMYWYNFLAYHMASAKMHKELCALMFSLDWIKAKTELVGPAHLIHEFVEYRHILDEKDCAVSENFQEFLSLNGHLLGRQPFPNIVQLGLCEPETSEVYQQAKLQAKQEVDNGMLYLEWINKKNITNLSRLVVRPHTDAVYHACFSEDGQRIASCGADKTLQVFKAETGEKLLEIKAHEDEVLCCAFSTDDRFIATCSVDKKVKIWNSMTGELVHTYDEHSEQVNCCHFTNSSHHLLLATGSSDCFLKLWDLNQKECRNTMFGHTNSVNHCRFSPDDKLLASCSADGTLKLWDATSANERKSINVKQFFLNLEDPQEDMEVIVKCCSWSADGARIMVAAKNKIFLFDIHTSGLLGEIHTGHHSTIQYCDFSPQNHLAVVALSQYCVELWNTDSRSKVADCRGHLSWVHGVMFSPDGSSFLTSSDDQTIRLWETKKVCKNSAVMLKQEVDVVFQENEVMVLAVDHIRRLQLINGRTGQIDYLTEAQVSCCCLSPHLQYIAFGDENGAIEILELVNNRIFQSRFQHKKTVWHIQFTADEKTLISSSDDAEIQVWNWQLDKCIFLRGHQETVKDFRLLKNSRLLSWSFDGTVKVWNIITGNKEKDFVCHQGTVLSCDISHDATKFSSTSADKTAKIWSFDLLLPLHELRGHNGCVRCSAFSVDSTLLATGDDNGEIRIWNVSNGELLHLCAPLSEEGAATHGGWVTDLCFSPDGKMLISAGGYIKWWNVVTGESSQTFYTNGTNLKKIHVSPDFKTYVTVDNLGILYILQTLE
#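 Assay system: Apoptosome proteins | Medium: pH 7.5 Hepes buffer with CHAPS, BSA, DTT | Also added: Cytochrome c and DEVD-Rh110 substrate | Times: 30 min plus 50 min, RT | Detection: Rhodamine 110 fluorescence at Ex 480/Em 540 nm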
# tim10-1 inh: growth inhibitors of tim10-1 mutant yeast, primary screen, luminescence, uHTS; S. cerevisiae tim10-1 ts strain growth, BacTiter-Glo, 24 h; inhibition, % at 20 µM; 330,000 tested, 2.2% active; AID 463190, 2010;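 active = inhibition of at least 40%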;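 also: mutant grown at 25 °C; 0% = DMSO wells with yeast and 100% = wells holding no yeast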
# NLRP3 yeast inh: NALP3 inflammasome inhibitors in reconstituted yeast, primary screen, luminescence, uHTS; Yeast reconstituted NLRP3/ASC/caspase-1, beta-gal luminescence, 24 h; inhibition, % at 10 µM; AID 2825, 2010; 330,000 tested, 0.39% active;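 active = inhibition of 50% or more; inactive = inhibition below 50%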;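 also: plate controls were induced DMSO wells for no effect and uninduced yeast grown without galactose for full effect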
# TIM10 inh: growth inhibitors of isogenic TIM10 control yeast, primary screen, counter-screen for tim10-1 yeast inhibitor project, luminescence, uHTS | S. cerevisiae TIM10 strain growth, BacTiter-Glo luminescence, 24 h | inhibition, % at 10 µM | 330,000 tested, 1.4% active;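 active = inhibition of 40% or more at the single tested concentration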;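 also: wild-type TIM10 isogenic control strain grown at permissive 25 °C; 0% = DMSO yeast wells and 100% = minimal medium wells without yeast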
# An asterisk follows results filed as active; x = no result given.
entry	compound	hIAP activ	hIAP inh	mIAP block	mIAP activ	ATG4B inhibitor	Apaf1 inhib	tim10-1 inh	NLRP3 yeast inh	TIM10 inh
1	CC(C)(C)c1ccc(-c2noc(CCC(=O)Nc3cccnc3)n2)cc1	0.98	2	2	0.98	2	23	12	28	21
2	Cc1cc(C)nc(SCc2nnc(SCC(N)=O)o2)n1	1.1	-6	5	0.95	-3	-20	7	3	9
3	CCCN(CC(=O)Nc1ccccc1C)C(=O)CCCc1c[nH]c2ccccc12	0.93	7	4	0.96	-6	-1	6	19	3
4	Oc1ccc(/C=N/Nc2ncc(Cl)cc2Cl)cc1	1.2	-16	4	0.96	7	14	45*	12	22
5	COc1c2ccccc2nc2ccccc12	1.1	-12	-5	1.1	1	3	-57	22	-14
6	O=C1/C(=C\c2ccco2)SC(=S)N1C1CCS(=O)(=O)C1 (centres undefined)	1	0	64*	0.36	2	7	15	21	6
7	COc1cccc(C(c2nnnn2CC2CCCO2)N2CCN(C(=O)c3ccco3)CC2)c1OC (centres undefined)	1.1	-9	-3	1	-1	-6	20	12	1
8	COc1ccc(NC2c3ncccc3C(=O)N2Cc2cccs2)cc1 (centres undefined)	1.1	-6	0	1	4	-13	12	-2	-1
9	Cc1c(NC(=O)C(C)OC(=O)CNC(=O)c2ccc(C(C)(C)C)cc2)c(=O)n(-c2ccccc2)n1C (centres undefined)	1	-2	2	0.98	-11	2	17	-9	10
10	CCCCn1c(SCC(=O)N2CCCC2)nc2c1c(=O)n(C)c(=O)n2C	1	0	9	0.91	-9	-1	-4	1	3
11	COc1ccc(NC(=O)CSc2nnc3ccc(-c4cccnc4)nn23)cc1	0.88	12	-9	1.1	11	3	-17	19	-8
12	COc1ccccc1CCCNC(=O)C1CCC(=O)N(CCc2ccc(Cl)cc2)C1 (centres undefined)	1.2	-18	-4	1	3	18	-5	4	8
13	CSCC[C@H](N)C(=O)N1CCC(C(=O)N[C@H](C(=O)NCc2ccccc2F)C(C)C)CC1	0.83	17	-2	1	-9	-6	0	4	-4
14	Cc1nc2sccn2c(=O)c1S(=O)(=O)NCc1ccccc1	1	-4	2	0.98	-13	2	18	20	8
15	COc1ccc(Cc2nc(-c3ccc(Br)cc3)no2)cc1	0.85	15	5	0.95	3	24	-19	11	-18
16	COc1cc2c(cc1OC)C1(CCCC1)CNC2c1cccc([N+](=O)[O-])c1 (centres undefined)	0.95	5	9	0.91	0	7	-6	12	4
17	CC(=O)Nc1ccc(S(=O)(=O)N(C)CC(=O)Nc2ccc(Br)cc2F)cc1	1.3	-27	-4	1	2	13	11	10	8
18	Cc1c(NC(=O)C(C)OC(=O)c2cccc([N+](=O)[O-])c2)c(=O)n(-c2ccccc2)n1C (centres undefined)	0.83	16	-2	1	-3	-2	12	2	0
19	COc1ccc(CN2CCN(C(=O)C3CCC(CNS(=O)(=O)c4ccccc4)CC3)CC2)c(OC)c1OC (centres undefined)	1	-1	-13	1.1	-9	15	5	8	17
20	O=C1c2[nH]nc(-c3ccccc3O)c2C(c2ccc(F)cc2)N1CC1CCCO1 (centres undefined)	1.9	-95	0	1	-7	32	13	15	12
21	CCOC(=O)c1c(-c2ccc(F)cc2)csc1NC(=O)CN1C(=O)NC2(CCCCC2C)C1=O (centres undefined)	1.1	-6	-4	1	-25	21	6	-13	9
22	O=C(CSc1ccccn1)N1CCN(c2cccc(Cl)c2)CC1	0.78	22	-1	1	2	9	43*	16	14
23	COCCn1c(=O)[nH]c2cc(C(=O)Nc3cc(OC)c(OC)c(OC)c3)ccc2c1=O	1	-2	-8	1.1	-8	4	7	1	5
24	N/C(=N\OC(=O)c1cccc(F)c1)c1ccccn1	1.1	-7	-6	1.1	4	0	2	16	16
25	O=C(Cc1cccc(C(F)(F)F)c1)NCc1cccc(Cl)c1	1.1	-7	-11	1.1	-1	10	15	21	7
26	CC(C)(C)N(NC(=O)Nc1ccc(F)cc1)C(=O)c1ccccc1	1	-4	-22	1.2	-3	-11	10	5	-9
27	CC(C)NS(=O)(=O)c1ccc(OCC(=O)Nc2ccc3c(c2)OCO3)c(Cl)c1	1.1	-6	-2	1	-8	12	20	7	16
28	COC(=O)[C@@]12CCCN1[C@H](c1ccc(-c3ccc(OC)cc3)c(OC)c1)[C@@H]1C(=O)N(C)C(=O)[C@@H]12	0.88	12	4	0.95	-2	10	29	7	7
29	CCN(C(=O)COC(=O)c1cc(C)oc1C)c1c(N)n(Cc2ccccc2)c(=O)[nH]c1=O	0.99	1	3	0.97	-52	-10	5	10	3
30	COc1ccc(Nc2ccncc2[N+](=O)[O-])cc1	1.1	-10	-3	1	4	-1	-10	0	-23
31	CC(=O)Nc1ccc(C(=O)OCC(=O)/C(C#N)=C(\C)N)cc1	0.98	2	33	0.67	-7	-2	15	9	18
32	CC(C)c1cccc(C(C)C)c1NC(=O)CN1C(=O)NC2(CCCC2)C1=O	0.89	11	4	0.96	2	1	-12	0	9
33	COc1cccc(-c2nc(CS(=O)(=O)CC(=O)NCCCN3CCc4ccccc4C3)c(C)o2)c1	1.1	-12	-8	1.1	-6	9	4	21	2
34	CC12CCC(C(=O)NNc3ccccc3)(C(=O)C1=O)C2(C)C (centres undefined)	1.1	-14	7	0.93	-4	-3	3	19	7
35	CCCCNc1nc(N(C)c2ccccc2)nc(-n2ccnc2)n1	0.97	3	-5	1	13	17	0	23	-8
36	Cc1c(C(=O)Nc2cc(S(=O)(=O)N3CCOCC3)ccc2N2CCOCC2)oc2ccccc12	0.93	7	14	0.86	-3	5	18	14	11
37	Cc1cc(NC(=O)c2ccc(COc3ccccc3Cl)o2)no1	1.1	-5	-16	1.2	-5	8	9	-6	-15
38	COc1ccc(Cl)c(S(=O)(=O)N2CCCC2)c1	1	-3	-5	1.1	-9	-10	18	-28	15
39	O=c1cc(-c2ccccc2)c2cc(Cl)c(O)c(CN3CCOCC3)c2o1	0.99	1	0	1	-9	-12	10	1	-11
40	CSc1ccc(OC2CCN(Cc3ccccc3)CC2)cc1	0.97	3	7	0.93	11	-1	-59	12	-53
41	O=C(CCCN1C(=O)/C(=C/c2ccccc2Cl)SC1=S)NNC(=O)c1ccc(Cl)cc1	1.2	-19	-5	1.1	0	17	-11	-13	-10
42	COC(=O)c1cc(Br)c(=O)n(-c2cccc(F)c2)c1	0.94	6	0	1	0	-10	17	16	4
43	CCN(/C=N/c1sc2c(c1C#N)CCCCC2)CC	1.1	-13	2	0.98	2	24	17	23	10
44	CC(C)(C)C(=O)NC1CC2CCCC(C1)N2C(=O)Nc1ccccc1Cl (centres undefined)	1.2	-16	-4	1	0	4	-3	16	-4
45	COc1ccc(CCNC(=O)[C@H](C)NC(=O)[C@@H]2CSC3c4ccccc4C(=O)N32)cc1 (some centres undefined)	0.89	11	-6	1.1	4	10	0	3	12
46	O=C(CSc1nnc(Cc2ccccc2)o1)c1cc(F)ccc1F	0.98	2	12	0.89	-2	10	0	31	-13
47	NC(=O)c1oc2ccccc2c1NC(=O)C1CC(=O)N(c2ccccc2)C1 (centres undefined)	0.97	2	1	0.99	10	2	10	12	2
48	CCOC(=O)c1[nH]c(C)c(C(=O)OCC(=O)N2c3ccccc3CC2C)c1C (centres undefined)	0.89	11	0	0.99	-13	26	5	12	-2
49	COc1nc(OCC#N)nc(N2CCCCC2)n1	1.1	-8	14	0.85	1	-18	6	-2	-5
50	CCCCCCC[C@@H](C/C=C/CCC(=O)N(C)C/C(=C/Cl)C/C(=C\C(=O)N1CC(OC)=CC1=O)OC)OC	1	-4	3	0.97	3	34	29	7	18
51	COC(=O)C1C(=O)NC(SC)=C(C#N)C1c1ccccc1 (centres undefined)	1.1	-11	-1	1	-4	9	14	22	-2
52	CCOC(=O)c1sc(NC(=O)CSc2nnc(Cc3ccccc3)o2)c(C(=O)OCC)c1C	1	-1	5	0.95	0	10	11	0	-7
53	COc1cccc(NC(=O)C(=O)N2CCOCC2)c1	0.91	9	-6	1.1	-1	-6	-3	2	0
54	C/C(CS(=O)(=O)c1ccccc1)=N\O	1	-3	-5	1	-8	-1	-3	-5	12
55	O=C(CSc1nc(Nc2ccccc2)nc(N2CCOCC2)n1)NC1CCCCC1	1.2	-23	-12	1.1	-1	13	14	4	-8
56	CC(C)(C)C(O)(CC#CCN1CCCC1)c1ccccc1 (centres undefined)	1.2	-24	-16	1.2	-4	-7	-1	15	-3
57	O=C(NC(=S)NNS(=O)(=O)c1ccccc1)c1ccc([N+](=O)[O-])cc1	1.2	-15	1	0.99	-4	-13	11	13	14
58	Cc1cc(NS(=O)(=O)c2ccc(NC(=O)Nc3ccccc3)cc2)no1	1.1	-10	-5	1	9	4	12	7	11
59	Nc1cccc(NC(=O)c2cccs2)c1	1	-4	5	0.95	3	7	-9	-1	20
60	O=C(Nc1ncc(Cc2cccc(Cl)c2)s1)c1ccc([N+](=O)[O-])cc1	0.99	1	8	0.92	15	6	10	-1	1

# Carrying on.
entry	compound	hIAP activ	hIAP inh	mIAP block	mIAP activ	ATG4B inhibitor	Apaf1 inhib	tim10-1 inh	NLRP3 yeast inh	TIM10 inh
61	CC(=O)C[C@H](O)CC(=O)[C@H]1OC(=O)[C@H](C)C/C=C\Cc2ccccc21	0.97	3	2	0.98	3	-1	8	19	3
62	COc1cccc(C(=O)OCC(=O)Nc2ccc3c(c2)OCCO3)c1	1.1	-10	-10	1.1	-3	-1	-10	14	-20
63	Cn1cccc1Cc1nnc(SCC(=O)Nc2ccc3c(c2)OCCO3)n1CCc1ccccc1	0.95	5	13	0.87	12	18	19	3	-3
64	CCCCOC(=O)Nc1ccc(OC)cc1S(=O)(=O)N1CCOCC1	0.89	11	-1	1	-7	-4	24	13	16
65	O=C(/C=C/c1cccc([N+](=O)[O-])c1)Nc1ccc(Cl)cn1	1	-2	3	0.97	-10	-12	14	1	7
66	COC/C=C/C1=CC2=CC(=O)C(C)(OC(=O)CCC(=O)OC)C(=O)C2=CO1 (centres undefined)	0.9	10	21	0.79	x	4	-9	18	-2
67	CCn1c2ccccc2c2cc(NC(=O)COC(=O)C3CCC(=O)N3)ccc21 (centres undefined)	0.94	6	5	0.95	-13	4	4	-4	0

# Full records from above. Order of screens: hIAP activ | hIAP inh | mIAP block | mIAP activ | ATG4B inhibitor | Apaf1 inhib | tim10-1 inh | NLRP3 yeast inh | TIM10 inh
# Record of COC/C=C/C1=CC2=CC(=O)C(C)(OC(=O)CCC(=O)OC)C(=O)C2=CO1 (centres undefined) : 0.9 | 10 | 21 | 0.79 | x | 4 | -9 | 18 | -2
# Record of Cn1cccc1Cc1nnc(SCC(=O)Nc2ccc3c(c2)OCCO3)n1CCc1ccccc1 : 0.95 | 5 | 13 | 0.87 | 12 | 18 | 19 | 3 | -3
# Record of CC(=O)C[C@H](O)CC(=O)[C@H]1OC(=O)[C@H](C)C/C=C\Cc2ccccc21 : 0.97 | 3 | 2 | 0.98 | 3 | -1 | 8 | 19 | 3
# Record of O=C(/C=C/c1cccc([N+](=O)[O-])c1)Nc1ccc(Cl)cn1 : 1 | -2 | 3 | 0.97 | -10 | -12 | 14 | 1 | 7

# Bioassay records from PubChem BioAssay.
